# FUS suppressor: suppressors of FUS proteinopathy in yeast; S. cerevisiae FUS-expressing, growth rescue, OD600, 24 h; Potency, µM (titrated, usually from 76.6 µM), for the others: at the top dose growth rescue (activation), actives largely listed as activators; 390,000 compounds, 0.24% hits;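 also: potency is read from the fitted curve at half-maximal effect; plate controls were DMSO vehicle for no effect and reference control for full effect; nearly all actives have a fitted effect of over 55% in size; some results filed as inactive show a strong effect at the top dose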
#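 Read-out: OD at 600 nm after 24hr at 30C, reporting rescue of FUS-induced yeast toxicity. Cells at OD 0.005 in galactose (2%) minimal medium; compounds tested in a dilution series; CP55940 titration from 92uM final as control.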
# Mm-Cpn inhibitor: inhibitors of Methanococcus maripaludis chaperonin (MmCpn) | purified Mm-Cpn ATPase, ADP Transcreener TR-FRET | 330,000 compounds, 0.031% hits | AID 504842 | Potency, µM (doses to about 76.9 µM), for inactives: at the highest dose activity, negative = inhibition, actives largely listed as inhibitors; also: potency is read from the fitted curve at half-maximal effect; % is scaled to controls: 0 for no effect and ±100 for the full control effect; nearly all actives have a fitted effect of over 80% in size
#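 Quantitative HTS used 25 nM Mm-CPN and 10 uM ATP in magnesium/KCl Tris buffer, pH 7.4, with 1 mM DTT. Hydrolysis ran 30 min at 37°C; ADP was read by HTRF.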
# PTHR1 ag: activates the human parathyroid hormone receptor PTHR1. Q03431. HEK293 GP2 PTHR1 cells, GloSensor cAMP luminescence, 1 h. Potency, µM (titrated, usually from 115 µM), for inactives: at the highest dose activation, most hits filed as activators. 410,000 compounds, 0.075% hits; also: potency is read from the fitted curve at half-maximal effect; nearly all actives have a fitted effect of over 55% in size; some results filed as inactive show a strong effect at the top dose; inactives centre near -15; many of its hits are not listed in these tables
# Target sequence (Q03431 whole entry, looked up): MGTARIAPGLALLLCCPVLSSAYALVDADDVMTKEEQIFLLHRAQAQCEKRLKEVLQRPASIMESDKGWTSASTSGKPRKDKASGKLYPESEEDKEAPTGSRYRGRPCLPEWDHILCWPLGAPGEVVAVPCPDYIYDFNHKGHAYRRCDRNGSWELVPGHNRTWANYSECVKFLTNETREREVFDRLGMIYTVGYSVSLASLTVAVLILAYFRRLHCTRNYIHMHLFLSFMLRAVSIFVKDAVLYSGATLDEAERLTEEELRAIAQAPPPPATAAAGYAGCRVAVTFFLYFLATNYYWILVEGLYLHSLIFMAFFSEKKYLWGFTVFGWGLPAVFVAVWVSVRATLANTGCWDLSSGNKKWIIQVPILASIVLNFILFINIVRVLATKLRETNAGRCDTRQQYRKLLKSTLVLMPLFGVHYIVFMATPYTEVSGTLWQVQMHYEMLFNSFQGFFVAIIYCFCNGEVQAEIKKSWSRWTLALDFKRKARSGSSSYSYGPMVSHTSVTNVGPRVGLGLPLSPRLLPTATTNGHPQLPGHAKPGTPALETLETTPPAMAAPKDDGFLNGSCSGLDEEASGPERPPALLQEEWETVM
#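 HEK-293-derived GP2 cells expressing PTHR1 and a GloSensor cAMP reporter, 3,000/well, plated overnight, given luciferin plus IBMX (each 0.5 mM as added) for 1 h at 37 °C, then compound for 1 h at 37 °C. Luminescence was read after 15 min at room temperature.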
# Abeta yeast res: A-beta toxicity reversal in yeast. yeast expressing A-beta42, growth rescue, OD600, 48 h; response scale: 0% DMSO, 100% iron-clioquinol control. Potency, µM (titrated, usually from 46.1 µM), for the others: at the top dose growth rescue, usual class: activators. 410,000 compounds, 0.063% hits. AID 1347071; also: potency is read from the fitted curve at half-maximal effect; nearly all actives have a fitted effect of over 55% in size
#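 Yeast A-beta toxicity model in growth medium with pinned compounds, 48 h at 30 C; growth read as absorbance at 600 nm. Normalized to FeCl3/clioquinol equimolar mix (positive) and DMSO (negative).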
# GLP1R cytotox: cytotoxic in the GLP-1 receptor inverse agonist counter-screen; HEK293 cAMP-luciferase reporter cells, luminescence, 24 h; Potency, µM (top dose mostly 38.3 µM), inactives show at the top dose activity change, negative = inhibition, actives largely listed as inhibitors; 410,000 compounds, 0.13% hits; AID 624418;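 also: loss of luciferase light is scored as toxicity; potency is read from the fitted curve at half-maximal effect; % is scaled to controls: 0 for no effect and ±100 for the full control effect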
#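 To flag toxic compounds, the library was rerun on cells for 24 hr at 37 deg C and 5% CO2. Viability-linked luminescence was captured 12 min after adding luciferase detection reagent.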
# Akt phos inh: inhibitors of Akt phosphorylation; Neuro2A IGF-stimulated pAkt S473 HTRF, 20 min; hits give low values; activity change, % for hits at 50 µM; 360,000 compounds, 0.32% hits; in the data active = activity change below about -80%; inconclusive = mostly about -51% to -80%; also: % is scaled to controls: 0 for no effect and ±100 for the full control effect
#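 Neuro2A cells (4,500/well, DMEM with 0.5% FBS) were treated with compound at a single 50 µM final concentration, stimulated with 6 nM IGF for 20 min at 37 °C, and lysed. Phospho-Akt Ser473 was read by HTRF as 665/615 ratio ×10^4.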
# TDP43 rescue: inhibitors of TDP-43 toxicity in yeast; AID 652104; Potency, µM (highest dose often 46.1 µM), for inactives: at the top dose growth rescue (activation), hits mostly activators; 410,000 compounds, 1.8% hits; TDP-43 expressing yeast growth rescue, BacTiter-Glo, 24 h; also: potency is read from the fitted curve at half-maximal effect; % of control where 0% means no effect; nearly all actives have a fitted effect of over 50% in size
#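 Galactose-induced TDP-43 yeast, OD600=0.02, compound pinned; 24 hr, 30 deg C; BacTiter-Glo luminescence for growth. Inhibitors of TDP-43 toxicity read as activators.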
# aSyn rescue: rescues yeast growth from alpha-synuclein toxicity; Yeast expressing alpha-synuclein, growth rescue, BacTiter-Glo, 24 h; 370,000 compounds, 0.14% hits; Potency, µM (highest dose often 46.1 µM), for the others: at the top dose growth rescue (activation), usual class: activators; also: potency is read from the fitted curve at half-maximal effect; % of control where 0% means no effect; nearly all actives have a fitted effect of over 65% in size
#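 Readout is rescue of growth in alpha-synuclein-expressing yeast, so inhibitors of toxicity appear as activators. Growth after 24 hr at 30 deg C in galactose medium is quantified by luminescence.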
# GLP-1R inv ag: inverse agonists of human GLP-1 receptor; P43220; HEK293 GLP-1R CRE-luciferase, luminescence, 24 h; GLP-1R form is constitutively active; Potency, µM (doses to about 38.3 µM), without a hit: at the highest dose activity change, negative = inhibition, usual class: inhibitors; 410,000 compounds, 1.6% hits; AID 624417; also: potency is read from the fitted curve at half-maximal effect; % is scaled to controls: 0 for no effect and ±100 for the full control effect; nearly all actives have a fitted effect of over 55% in size
# Target sequence (P43220 whole entry, looked up): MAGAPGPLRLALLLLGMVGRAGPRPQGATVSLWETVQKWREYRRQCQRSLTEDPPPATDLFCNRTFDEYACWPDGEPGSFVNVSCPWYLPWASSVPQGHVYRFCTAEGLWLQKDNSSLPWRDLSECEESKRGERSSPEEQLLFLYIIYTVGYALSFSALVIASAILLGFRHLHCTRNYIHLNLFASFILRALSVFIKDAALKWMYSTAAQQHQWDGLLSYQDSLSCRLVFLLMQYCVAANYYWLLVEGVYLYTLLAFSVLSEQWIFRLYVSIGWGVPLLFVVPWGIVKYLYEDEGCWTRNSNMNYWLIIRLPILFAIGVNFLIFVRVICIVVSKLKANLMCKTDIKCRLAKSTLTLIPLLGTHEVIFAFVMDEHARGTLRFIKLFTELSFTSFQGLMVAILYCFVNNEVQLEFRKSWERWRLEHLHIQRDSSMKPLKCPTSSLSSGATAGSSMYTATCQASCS
#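 Seeding at 200 cells/uL, 12 h culture, 24 hr compound treatment, then luciferase reagent and a luminescence read; cells are HEK293 stably expressing a constitutively active GLP-1R plus cAMP-responsive luciferase.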
# * = called active by the depositor; i = inactive; ? = inconclusive; . = not tested or not shown; [ ] = another dose, or the depositor's remark. Unless noted, calls follow the shape of the dose curve; as a rule, active = well fitted curve in the direction sought with a large enough effect; inconclusive = small, poorly fitted or top-dose-only effect, or another doubt; inactive = no such curve, though single readings can be large; an effect the other way counts as inactive or inconclusive. Only part of the results is shown. The share of hits here may be higher or lower than overall.
SMILES,FUS suppressor,Mm-Cpn inhibitor,PTHR1 ag,Abeta yeast res,GLP1R cytotox,Akt phos inh,TDP43 rescue,aSyn rescue,GLP-1R inv ag
Cn1c(SCC(=O)N2CCc3ccccc32)nc2cccnc21,5%,-1%,-7%[57.5 µM],-8%,-17%,i,12%,6%,24%
Cc1ccc(Sc2c(C)nn(C(=O)C3CC3)c2C)cc1,.,0%,-10%,0%,-8%,i,6%,-35%[inhibitor],-15%
CC(=O)c1c(N(C)C)ccnc1C(F)(F)F,-7%,2%,i,-20%,-19%,i,-6%,-6%,28%
Cc1ccc([C@H]2C[C@@H](n3cc(C4CC4)nn3)[C@H](O)CN2C(=O)C2CCCCC2)cc1,0%,.,-31%[inhibitor],3%,-1%,i,18%,-1%,-7%
Cc1cc(C)c(S(=O)(=O)N(C)CC(N)=O)c(C)c1,-10%,-1%,i,2%,-26%,i,-11%,1%,13%
CCCS(=O)(=O)c1ccc(COC(=O)c2cccc(NC(=O)C(C)C)c2)cc1,33%,-1%,-42%[inhibitor],-5%,2%,i,1%,0%,-13%
O=C(Cc1ccccc1F)OCC(=O)N1CCc2ccccc21,1%,2%,-21%,7%,-2%,i,27%,7%,9%
N#Cc1ccc(C(=O)CSc2nnc(-c3ccc(C(F)(F)F)cn3)s2)cc1,15%,?,-43%[inhibitor],4%,-4%,i,1%,-4%,3%
COc1ccc(Cc2c(C3CCCCC3)nc3cc(C)c(Br)c(C)n23)c(C)c1,-6%,.,-14%,4%,-2%,i,23%,2%,?
CC(=O)Oc1ccc(/C=C(\NC(=O)c2ccco2)C(=O)Nc2ccc(C(C)=O)cc2)cc1,-2%,0%,i,2%,-11%,i,0%,2%,110%[activator]
Cc1ccccc1N1CCN(C(=O)c2ccccc2NC(=O)c2ccccc2C(=O)O)CC1,7%,2%,i,6%,6%,i,27%,3%,-10%
COc1ccccc1CNC(=O)CN(C)CC(=O)Nc1ccc(F)c(F)c1F,4%,2%,i,5%,-5%,i,6%,-2%[1.84 µM],-4%
CCc1cccc(NC(=O)[C@@H]2CCCN2C2=NS(=O)(=O)c3ccccc32)c1,6%,3%,-2%,8%,-21%,i,12%,-1%[1.84 µM],5%
S=C(c1ccc(-c2ccc(Cl)c(Cl)c2)o1)N1CCOCC1,22%,-10%,-45%[inhibitor][57.5 µM],-33%[inhibitor],33%[activator],i,?,-26%,?
COc1ccc(OCC(=O)N(C)CC2COc3ccccc3O2)cc1 (stereo not drawn),6%,-3%,-68%[inhibitor],-10%,1%,i,23%,4%,?
C=CCn1c(=O)c2ccccc2n2c(SCC(=O)Nc3sc(C(=O)N(CC)CC)c(C)c3C(=O)OCC)nnc12,?,0%,-10%,4%,-9%,i,12%,-6%,?
CN(C)CCCCOc1ccccc1F,-6%,-8%,i,-15%,4%,i,27%,5%,-7%
O=C(NCC(=O)N1CCOCC1)OCc1ccccc1,-27%,4%,i,-1%,9%,i,-10%,-9%,27%
CCN(CCn1cccn1)Cc1nc(-c2ccc(C(=O)OC)cc2)no1,25%,-2%,-58%[inhibitor],-3%,-3%,i,25%,0%,-4%
CCOC(=O)c1ccc(N2C(=O)c3[nH]nc(-c4ccc(C)cc4)c3C2c2ccc(O)c(OCC)c2)cc1 (stereo not drawn),22%,.,-7%,0%,-11%,.,1%,.,?
O=C(CCC1CCCN(C(=O)Cn2cnnn2)C1)NCc1ccccc1F (stereo not drawn),11%,-2%,i,-1%,6%,i,3%,2%,9%
O=C(CCC(=O)c1cccs1)NC1CCCCCC1,34%,-1%,i,23%,1%,i,15%,6%,4%
Cn1nc(C(=O)OCC(=O)NC2CCS(=O)(=O)C2)c2ccccc2c1=O (stereo not drawn),12%,-1%,-15%,-10%,4%,i,0%,0%,-2%
Fc1ccccc1/C=N/Nc1ncnc2ccccc12,28%,-1%,-24%,-20%,?,i,-22%[9.22 µM],-5%,?
CN(C(=O)CSc1nc2ccccc2c(=O)n1C)C1CCS(=O)(=O)C1 (stereo not drawn),-18%,2%,-10%,9%,4%,i,-14%,-5%,13%
S=C(NN=C1C2CC3CC(C2)CC1C3)Nc1ccccc1,11%,-2%,i,17%,-29%,i,-7%,-2%,?
N#C/C(=C\c1cccnc1)C(=O)Nc1cccc2ccccc12,25%,0%,-45%[inhibitor],21%,6%,i,9%,9%,3%
CCN(CCCNC(=O)c1cn(CC)c2ccc(S(=O)(=O)N(C)C)cc2c1=O)c1cccc(C)c1,16%,-5%,i,-1%,-10%,i,-9%,-16%,0%
Cc1csc(SCC(=O)NC(=O)NC(C)C)n1,-5%,1%,-22%,-8%,19%,i,0%,6%,-9%
Cc1cccc(C(=O)NCCNC(=O)c2cnccn2)c1,4%,1%,i,5%,0%,i,-8%,6%,8%
Nc1nc(N2CCN(c3ccc(Cl)cc3)CC2)n[nH]1,15%,3%,i,-16%,-7%,i,-1%,-2%,-2%
COc1ccc(C(=O)Oc2ccc(-c3nnco3)cc2)cc1S(=O)(=O)N1CCOCC1,2%,1%,i,-8%,-13%,i,-13%,1%,-16%
Cc1ccc2nsnc2c1S(=O)(=O)NCc1ccncc1,-8%,1%,-16%[57.5 µM],10%,-17%,i,4%,-5%,1%
CCc1cccc(CC)c1-n1nnc2c(sc3nc(C)cc(C)c32)c1=O,-21%,.,-51%[inhibitor],3%,15%,.,-4%,.,8%
Cc1ccsc1CCN1C(=O)N(c2ccccc2)C(=O)C1CC(=O)Nc1ccc(Cl)cc1 (stereo not drawn),?,.,-95%,3%,-21%,.,16%,.,10µM*
Cc1ccsc1C(=O)OCC(=O)NCc1cccs1,-46%,.,i,3%,8%,i,18%,0%,7%
O=C(Nc1ccc(OCc2ccccc2)cc1)c1cccs1,-7%,0%,-21%,-26%,2%,i,-6%,-6%,-19%
O=C(COC(=O)CCCc1nc2ccccc2s1)Nc1ncc(Cl)cc1Cl,17%,-4%,i,23%,7%,i,17%,?,18%
Cc1ccc(/C=C/C(=O)NCCCN2CCN(CCCNC(=O)/C=C/c3ccc(C)cc3)CC2)cc1,-13%,-14%,-11%,2%,4%,i,1%,-13%,1%
CCOc1ncccc1C(=O)N(C)CC(=O)Nc1ccc(F)cc1,.,-1%,-22%,-2%,-5%,i,9%,-3%,9%
CCCN(CCC)c1nc(N)c(C#N)c(CC#N)c1C#N,5%,-1%,-1%[57.5 µM],-5%,7%,i,12%,0%,106%[activator]
COc1ccc(CNc2ncc(-c3ccccc3)n2C)cc1,-13%,0%,i,-7%,0%,i,16%,-6%,3%
CCc1nn2c(=O)cc(COC(=O)c3ccccc3NC(=O)c3cccs3)nc2s1,-15%,.,-9%,8%,0%,.,16%,.,3%
CN(C)C(=O)CCCc1nc(-c2ccc(Cl)cc2)no1,-14%,2%,-26%,15%,?,i,-5%,-1%,-2%
CCCc1cc(=O)[nH]c(SCC(=O)c2cc(C)n(CC(F)(F)F)c2C)n1,16%,-1%,-6%,-7%,6%,i,4%,0%,10%
Cc1cc(Cl)c(S(=O)(=O)NCc2cccnc2)cc1OCC(=O)NC1CCCCC1,7%,0%,-13%,3%,-11%,.,7%,.,0%
O=C(O)c1ccccc1C(=O)NCCc1c(C(=O)O)[nH]c2ccc(F)cc12,18%,1%,-5%,-5%,1%,i,3%,0%,31%
c1ccc(CSc2ncnc3c2cnn3Cc2ccccc2)cc1,-2%,-3%,-14%[57.5 µM],4%,0%,i,-4%,-14%,-32%
Cc1ccc(S(=O)(=O)N2CC=C(c3ccc(F)cc3)CC2)cc1,.,1%,-11%,-8%,2%,i,4%,9%,?
Cc1ccc(C(=O)NC(=S)Nc2ccc(S(=O)(=O)N(C)c3ccccc3)cc2)cc1,-16%,-1%,-20%,14%,-12%,i,12%,1%,-13%

# (next part)
SMILES,FUS suppressor,Mm-Cpn inhibitor,PTHR1 ag,Abeta yeast res,GLP1R cytotox,Akt phos inh,TDP43 rescue,aSyn rescue,GLP-1R inv ag
CSc1nc(NS(=O)(=O)c2ccc(F)cc2F)nn1C,8%,-2%,-1%,9%,-8%,i,-1%,6%,6%
Nc1cc(Cl)ccc1C(=O)OCC(=O)N1CCCCCC1,-8%,1%,-22%,-16%,-3%,i,-11%,11%,-1%
Cc1ccc(/C=N/n2cnc3sc(-c4ccccc4)cc3c2=O)o1,11%,-1%,-9%[57.5 µM],-14%,11%,i,10%,-2%,-16%
CC(C)CC(NS(=O)(=O)c1ccc2[nH]c(=O)c(=O)[nH]c2c1)C(=O)O (stereo not drawn),25%,-6%,-2%,15%,-4%,i,-6%,-1%,0%
O=C(Nc1ccc2nn(-c3ccc(Cl)cc3)nc2c1)c1cc2ccccc2o1,-8%,.,i,-3%,-2%,.,13%,.,7%
NS(=O)(=O)c1ccc(N/C=C\C(=O)c2ccc3ccccc3c2)cc1,-17%,-13%,-12%,4%,0%,i,-13%,-14%,6%
Cc1ccc(NC(=O)NC(=O)COC(=O)c2ccc(O)cc2O)c(C)c1,-14%,.,i,6%,-4%,i,2%,-1%,7%
O=C(NCCCN1CCOCC1)c1cc(C(=O)C2CCCCC2)c[nH]1,-17%,3%,i,-2%,-5%,i,3%,2%,-4%
O=[N+]([O-])/C(=C\Nc1ccccc1)S(=O)(=O)c1ccccc1,6%,-2%,12%[57.5 µM],-11%,1%,i,16%,-1%,8%
